BaF3 tox: counter-screen for JAK2V617F inhibitors: parental Ba/F3 viability inhibitors; CellTiter-Glo ATP luminescence; inhibition, % at 5.6 µM; 1.1% of 220,000 active;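 active = inhibition above a per-campaign cutoff, the mean inhibition of all tested compounds plus 3 SD, cut at about 27% in these data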;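 note: 0% = DMSO wells and 100% = JAK Inhibitor I control wells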
PERK inh: blocks human PERK kinase | inhibition, % at 5.6 µM | AID 1416 | 0.17% of 220,000 active | CHO PERK-DD fusion, SEAP luminescence translation reporter | Q9NZJ5;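 active = inhibition above the mean inhibition of all tested compounds plus 3 SD, set separately per screening campaign, cut at about 2.9% in these data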;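 note: PERK kinase domain activated by AP20187 dimerizer at 100 nM; 0% = DMSO with dimerizer and 100% = rapamycin at 8.4 µM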
Target sequence (Q9NZJ5 whole entry, looked up, the tested form may be a part): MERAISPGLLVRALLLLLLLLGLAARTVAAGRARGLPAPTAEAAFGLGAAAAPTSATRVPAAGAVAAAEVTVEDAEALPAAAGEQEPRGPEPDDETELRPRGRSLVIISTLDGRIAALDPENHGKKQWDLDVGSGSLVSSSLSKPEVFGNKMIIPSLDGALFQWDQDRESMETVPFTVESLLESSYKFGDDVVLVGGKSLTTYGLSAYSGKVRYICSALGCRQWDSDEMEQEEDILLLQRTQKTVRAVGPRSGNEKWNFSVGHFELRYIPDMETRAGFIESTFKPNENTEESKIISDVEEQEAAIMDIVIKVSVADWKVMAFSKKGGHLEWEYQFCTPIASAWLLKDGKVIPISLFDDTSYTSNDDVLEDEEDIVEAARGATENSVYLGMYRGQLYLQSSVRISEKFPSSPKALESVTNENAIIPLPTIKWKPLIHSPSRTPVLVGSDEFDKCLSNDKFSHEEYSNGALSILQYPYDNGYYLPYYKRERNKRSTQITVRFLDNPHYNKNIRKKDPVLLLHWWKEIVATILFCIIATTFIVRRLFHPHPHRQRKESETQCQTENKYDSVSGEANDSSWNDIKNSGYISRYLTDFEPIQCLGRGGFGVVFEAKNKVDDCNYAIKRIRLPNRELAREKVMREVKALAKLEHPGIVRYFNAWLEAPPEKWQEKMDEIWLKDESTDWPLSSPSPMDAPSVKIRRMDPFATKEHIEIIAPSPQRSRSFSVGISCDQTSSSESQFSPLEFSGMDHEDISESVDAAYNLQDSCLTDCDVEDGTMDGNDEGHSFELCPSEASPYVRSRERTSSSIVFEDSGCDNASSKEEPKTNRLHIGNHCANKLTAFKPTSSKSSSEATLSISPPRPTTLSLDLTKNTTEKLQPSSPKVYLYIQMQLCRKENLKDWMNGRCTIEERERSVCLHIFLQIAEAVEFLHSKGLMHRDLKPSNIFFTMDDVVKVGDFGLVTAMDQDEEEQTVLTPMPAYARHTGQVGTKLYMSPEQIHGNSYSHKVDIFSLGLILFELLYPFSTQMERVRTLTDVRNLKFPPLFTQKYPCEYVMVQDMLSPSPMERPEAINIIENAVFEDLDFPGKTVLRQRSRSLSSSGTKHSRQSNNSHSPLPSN
NPY-Y2 PAM-ag: potentiators or agonists of human neuropeptide Y receptor Y2; cells expressing NPY-Y2, potentiator/agonist read-out; activation, % at 3.6 µM; 0.45% of 220,000 active; in the data active = activation above about 27%;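 note: cells stimulated with NPY near EC25 plus isoproterenol at EC100; 0% = vehicle plus submaximal agonist and 100% = vehicle plus saturating agonist; some results beyond the cut were filed as inactive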
eIF4E 4G PPI: inhibitors of eIF4E and eIF4G interaction in translation initiation; P63073+Q04637; TR-FRET eIF4E-eIF4GI(517-606) binding, 2 h; inhibition, % at 21.7 µM; 0.37% of 220,000 active; AID 782;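 active = inhibition above about 30%, limit read from the data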;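 note: 0% = full FRET control wells and 100% = background wells lacking eIF4GI fragment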
S1P4 agonist: activates the human S1P4 receptor. 0.35% of 220,000 active. S1P4-expressing cell line, agonist reporter assay. activation, % at 4.98 µM. O95977. AID 1509; in the data active = activation above about 11%;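 note: 0% = DMSO vehicle and 100% = reference agonist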
Wee1 degr inh: inhibitors of human Wee1 degradation; P30291; HeLa Luc-Wee1K328M stability, luciferase luminescence; 100% = proteasome inhibitor MG132 effect; reporter increase, % at 5 µM; 1.2% of 220,000 active; AID 1321;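 active = activation above the mean of all tested compounds plus 3 SD, set per screening run, cut at about 8.8% in these data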;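 note: cells exposed to compound for 20 h before luminescence read; 0% = DMSO alone and 100% = MG132 at 30 µM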
Ba/F3 V617F tox: lowers viability of Ba/F3 cells expressing EpoR and JAK2V617F; ATP luminescence; inhibition, % at 5.6 µM; 1.1% of 220,000 active; AID 1446;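 active = inhibition above the campaign mean plus 3 SD over all tested compounds, cut at about 24% in these data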;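 note: cytokine-independent growth of Ba/F3 cells driven by EpoR plus mutant JAK2; 0% = DMSO-treated cells and 100% = JAK inhibitor I control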
S1P4 antag: human S1P4 receptor antagonism; 0.26% of 220,000 active; S1P4-expressing cells, antagonist mode, reporter read-out; AID 1510; inhibition, % at 4.98 µM; in the data active = inhibition above about 29%;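 note: 0% = wells stimulated with agonist and 100% = vehicle wells without agonist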
Mdm2 ligase inh: Mdm2 E3 ligase (human) inhibition. AID 1230. 0.11% of 210,000 active. signal enhancement, % at 5 µM. cell-based MDM2 ubiquitination luciferase reporter, 2 h; 0 = plate control, 100 = twice control, blank-subtracted;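 active = signal enhancement of 30% or more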;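 note: luminescence tracks abundance of the self-degrading MDM2-luciferase fusion protein; higher signal means inhibition of MDM2 E3 ligase activity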
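test system = mammalian cells stably expressing self-ubiquitinating, self-degrading MDM2 E3–luciferase fusion | quantity = 2000 cells/well | incubation = cell settling 4 h, compound treatment 2 h, both 37 °C | signal = luminescence with SteadyLite reagent, 15 min at room temperature | evaluation = % enhancement relative to plate controls after blank subtraction | benchmarks = plate controls and plate blanks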
Numbers without * were called inactive; / = not tested or not shown; [ ] = remark or other dose.

Compound | BaF3 tox | PERK inh | NPY-Y2 PAM-ag | eIF4E 4G PPI | S1P4 agonist | Wee1 degr inh | Ba/F3 V617F tox | S1P4 antag | Mdm2 ligase inh
CCOC(=O)c1ccc(NC(=O)Nc2ncc(Cl)cc2Cl)cc1 | -7 | 0.7 | -11 | -7 | -1.1 | 1 | -3 | -7 | /
CCN=c1scc(C)n1/N=C/c1ccc(O)c(O)c1O | 2 | 1.8 | 6 | 7[fluorescence artefact?] | 0.9 | -2 | -3 | -7 | 8
COc1ccc(C(=O)N/N=C(/C)c2cccc(NC(=O)C(F)(F)F)c2)cc1 | 4 | 1.2 | -5 | 1 | -0.2 | -1 | 1 | -8 | -6
CNC(=O)CSc1nnc(-c2ccc3c(c2)OCO3)n1C | 5 | 0.8 | -7 | -4 | -0.8 | -1 | -1 | 0 | -7
CC1=C(C(=O)Nc2ccccc2)C(c2ccco2)n2ncnc2N1 (centres undefined) | 3 | 1.1 | 16 | -5 | 0.4 | 0 | -2 | 6 | -15
COc1ccc(/C=C/C(=O)c2ccc(O)cc2)cc1 | -3 | 1.1 | -9 | 3 | -0.1 | -1 | -4 | -1 | -8
Cc1ccc(NC(=S)NNC(=S)NCc2ccccc2)cc1 | 5 | 0.6 | 5 | 3 | 0.8 | 0 | 0 | 3 | 4
O=C(CN1C(=O)CC(c2ccccc2)=Nc2ccccc21)NCc1ccccc1 | 0 | -1.1 | -7 | -6 | 1.6 | 0 | -4 | 12 | 0
COc1ccc(CCNC(=O)C(C)OC(=O)c2ccco2)cc1OC (centres undefined) | 2 | -0.1 | 1 | -1 | -2.5 | -1 | 1 | 5 | -11
N/C(CCS(=O)(=O)c1ccc(Cl)cc1)=N\OC(=O)c1ccc(Cl)cc1 | -1 | 2.3 | 8 | 0 | 103* | 1 | 0 | 16 | -1
C=CCNC(=O)C1CC(=O)N(c2ccc(OCC(=O)Nc3ccc(OC)cc3)cc2)C1 (centres undefined) | 4 | 1.7 | -13 | -6 | -0.5 | 2 | 1 | -4 | -13
CCCOC(=O)c1ccc(NC(=O)CCOc2ccccc2)cc1 | 2 | 0.3 | 1 | 6[fluorescence artefact?] | 1.4 | -2 | -2 | -9 | 1

Ordered by length of the SMILES (low to high): part of the list above.
Compound | BaF3 tox | PERK inh | NPY-Y2 PAM-ag | eIF4E 4G PPI | S1P4 agonist | Wee1 degr inh | Ba/F3 V617F tox | S1P4 antag | Mdm2 ligase inh
Cc1ccc(NC(=S)NNC(=S)NCc2ccccc2)cc1 | 5 | 0.6 | 5 | 3 | 0.8 | 0 | 0 | 3 | 4
CNC(=O)CSc1nnc(-c2ccc3c(c2)OCO3)n1C | 5 | 0.8 | -7 | -4 | -0.8 | -1 | -1 | 0 | -7
COc1ccc(CCNC(=O)C(C)OC(=O)c2ccco2)cc1OC (centres undefined) | 2 | -0.1 | 1 | -1 | -2.5 | -1 | 1 | 5 | -11

Additional records follow.
Compound | BaF3 tox | PERK inh | NPY-Y2 PAM-ag | eIF4E 4G PPI | S1P4 agonist | Wee1 degr inh | Ba/F3 V617F tox | S1P4 antag | Mdm2 ligase inh
Cc1cc(-c2ccccc2)c(C#N)c(=S)[nH]1 | 6 | 0.6 | -12 | -2[fluorescence artefact?] | -2.1 | 2 | 0 | -21 | -13
N#CC1=C(SCC(=O)NC2CC2)NC(=O)C(C#N)C12CCCCC2 (centres undefined) | 10 | 1.5 | -16 | 1 | 1.3 | 0 | 4 | -5 | -16
CC(=O)N1N=C(c2ccc3ccccc3c2)OC12CCCC2 | 4 | 1.2 | 3 | 4 | -1.2 | 6 | -2 | 4 | -25
CN(C(=O)CSc1nnc(Cc2ccccc2F)n1N)C1CCS(=O)(=O)C1 (centres undefined) | 1 | 0.0 | -3 | 2 | -1.2 | 2 | -3 | -14 | -17
COc1ccc(NC(=O)C(c2cc3c(cc2[N+](=O)[O-])OCO3)N(C)c2ccccc2)cc1 (centres undefined) | 1 | 0.2 | 8 | 0 | -0.6 | -2 | -1 | -1 | 0
COc1ccc(NC(C)=O)cc1NC(=O)CSc1nnc(-c2ccccc2)n1N | 0 | 1.3 | -4 | -2 | 2.3 | 1 | -2 | -14 | -12
COC(=O)Oc1c(Br)c(=O)oc2ccccc12 | 2 | -0.4 | -7 | 19[fluorescence artefact?] | -2.4 | -2 | 4 | -9 | -13
O=C1c2ccc(Oc3cccc([N+](=O)[O-])c3)cc2C(=O)N1c1ccccn1 | 3 | 1.0 | 9 | 4 | -1.4 | 1 | -2 | -7 | -9
CCCCn1c(=O)[nH]c2nc3cc(NC(C)=O)ccc3nc2c1=O | 1 | 0.5 | -12 | 8 | -2.5 | -3 | -3 | 4 | 1
CCn1c(CCNC(=O)c2cccs2)nnc1SCC(=O)c1ccc(OC)cc1 | 1 | 1.3 | 5 | / | 5.0 | 1 | -1 | -6 | /
Nc1ccc(Br)c2cccnc12 | 9 | 0.9 | 6 | 4 | -0.7 | -1 | -3 | 7 | -4
COc1cc(C)nc2nc(SCc3ccccc3)nn12 | 10 | 0.8 | -20 | -13 | -3.3 | -1 | -1 | -11 | -2
Cc1ccc(-c2nn(-c3ccccc3)cc2/C=N/n2c(-c3cccs3)n[nH]c2=S)cc1 | -3 | -0.8 | -19 | 4 | 1.1 | -3 | -2 | 1 | -8
CC(CN1c2ccccc2Sc2ccccc21)N(C)C (centres undefined) | 1 | -0.9 | 11 | 8 | 0.7 | -3 | -1 | -6 | /
C#CCN1C(=O)C(O)(CC(=O)/C=C/c2ccco2)c2ccccc21 (centres undefined) | -2 | -1.1 | -10 | 5 | -1.6 | 4 | 2 | -13 | -16
Cc1cc(NC(=O)c2cnn3cccnc23)n(-c2ccccc2)n1 | 1 | -0.8 | 1 | -4 | -0.5 | -1 | 3 | -6 | -10
C=CCc1cc(/C=N\NC(=O)CSc2nnc(CCCc3ccc(OC)c(C)c3)o2)cc(OC)c1O | 2 | -0.4 | -22 | -4[fluorescence artefact?] | -1.6 | -1 | 1 | -3 | -12
COc1ccc2nc(NC(=O)Cn3cnc4c(=O)n(C)c(=O)n(C)c43)sc2c1 | 7 | 0.2 | -2 | -8 | 0.7 | 0 | 6 | 4 | -8
COc1ccc(C(=O)NC(=S)Nc2cccc(S(=O)(=O)N3CCOCC3)c2)cc1 | 8 | 0.1 | -7 | 0 | -1.2 | 0 | 0 | -14 | -7
Cc1ccc(C(=O)Cn2nnc(-c3ccccc3-n3cnnn3)n2)cc1 | 1 | -0.7 | -3 | 7[fluorescence artefact?] | 0.8 | 3 | 3 | -6 | -7
CN1CCN(c2ncccc2S(=O)(=O)N2CCCCC2)CC1 | 1 | 0.3 | -2 | -1 | 2.6 | 3 | -2 | -8 | -2
CCOc1cc(CNc2cccc3ccccc23)cc(Br)c1OCC(=O)NC(C)(C)C | 6 | -1.2 | 5 | -5 | 0.2 | -1 | -4 | 1 | -16
N/C(COc1cccc(Cl)c1)=N\NS(=O)(=O)c1ccccc1 | 7 | 1.6 | -9 | -6 | -1.1 | 5 | -1 | -20 | -17
COc1ccc(-c2c[n+]3c4n2CCCCC4=C(c2ccc(Br)cc2)C3)cc1 | 1 | -1.0 | -14 | -15[fluorescence artefact?] | 0.6 | -3 | -1 | -22 | 10
CCn1nc(C)c(CN2CCN(Cc3cccc(OC)c3)C(CCO)C2)c1C (centres undefined) | 3 | 0.3 | 5 | 4 | 0.8 | 1 | 0 | 5 | -4
Nc1nc(SCC(=O)NC2CCCCC2)[nH]c(=O)c1-c1ccccc1 | 7 | 1.4 | 4 | 0 | -1.8 | 1 | 1 | -11 | -7
O=c1c2ccccc2nnn1CSc1nnc(Nc2ccccc2)s1 | 0 | -0.3 | -2 | 4 | 2.2 | -3 | -4 | -26 | -4
COc1ccc(C2=NN(C(=O)c3cccc([N+](=O)[O-])c3)C(c3cccc([N+](=O)[O-])c3)C2)cc1 (centres undefined) | -3 | 0.4 | 3 | 4 | -1.8 | 0 | -2 | -1 | -8
Cn1c(C(C#N)C(=O)Cc2cccc3ccccc23)nc2ccccc21 (centres undefined) | 2 | 1.6 | 2 | 5[fluorescence artefact?] | -0.3 | 6 | -2 | -1 | 6
CC(=O)Oc1ccc(-c2csnn2)cc1 | 4 | -0.2 | 1 | -3[fluorescence artefact?] | 0.0 | 1 | -4 | 1 | -5
Cc1cc(C)cc(C(=O)Nc2ccc(NC(=O)Cc3ccccc3)cc2)c1 | 5 | 1.3 | -1 | 0 | 2.9 | 4 | 2 | -16 | -23
O=C(Nc1ccc(F)cc1)Nc1sccc1-c1nc2ccccc2s1 | 3 | -0.5 | -12 | -4 | -2.9 | -3 | 3 | 18 | -14
O=C1NN(c2cccc(Br)c2)C(=O)/C1=C/c1cccs1 | 1 | 0.4 | 0 | -16 | 2.1 | 0 | 2 | -19 | /
CCCCCNCc1ccc(OCc2ccc(Cl)nc2)c(OC)c1 | 8 | -1.0 | -14 | -43 | -0.2 | 2 | 8 | -11 | -14
COc1cc(/C=N/O)ccc1OCc1ccc(C(=O)O)cc1 | 4 | 1.7 | 4 | 4 | -0.7 | -4 | 0 | -10 | -6
COc1cccc(-c2nnc(SCC3CNC(=O)O3)n2-c2ccc(Cl)cc2)c1 (centres undefined) | 5 | 0.4 | 9 | 1 | 0.1 | -2 | -1 | -8 | -12
O=C(CSc1nnc(-c2ccccc2Cl)o1)N1CCCCC1 | 5 | 0.1 | -7 | -3 | 0.2 | 4 | 3 | -7 | -1
CCCCN(CCCC)S(=O)(=O)c1ccc(N2CCCC2=O)c([N+](=O)[O-])c1 | 6 | -1.2 | -14 | / | 0.8 | -5 | 5 | -20 | /
NC(=O)C1CCN(c2ccc(C(F)(F)F)cc2[N+](=O)[O-])CC1 | 0 | -0.4 | -5 | -8 | 1.8 | 2 | 3 | -10 | 21
OC(COCC1COc2ccccc2O1)CN1CCN(c2ccccn2)CC1 (centres undefined) | 3 | 0.0 | 10 | -1 | -0.9 | 0 | 2 | -4 | -7
COc1ccc(CCN(C)C(=O)N2CCOCC2)cc1OC | -1 | 0.2 | -1 | 24 | -0.5 | -3 | -5 | -22 | 14
O=C(CSc1nc2ccsc2c(=O)n1NC(=O)c1ccccc1)NCc1ccco1 | 1 | 0.3 | -16 | 2 | 1.5 | -1 | 1 | -5 | -20
Cc1cc(C)c(-c2csc(NC(=O)c3n[nH]c(=O)c4ccccc34)n2)c(C)c1 | 9 | 0.6 | 5 | -1 | 1.3 | 1 | 0 | -21 | 10
Cc1cc(NC(=O)CC23CC4CC(C2)CC(CC(=O)Nc2cc(C)on2)(C4)C3)no1 | 5 | -0.7 | -15 | -5 | -0.8 | 1 | 2 | 16 | 13
NC(=O)Cn1c(=O)n(C2CCCCC2)c(=O)c2c3c(sc21)CCCCC3 | 3 | 0.8 | -13 | 3[fluorescence artefact?] | 2.2 | -2 | -1 | -7 | -9
CC1(C)CC2CC(C)(CN2S(=O)(=O)c2ccc(C(=O)Nc3cccc(S(=O)(=O)N4CCOCC4)c3)cc2)C1 (centres undefined) | 5 | -0.8 | 14 | 1 | -0.2 | -2 | -2 | -16 | -11
O=C(COC(=O)CSc1cccc2cccc(Cl)c12)Nc1ncc(C(F)(F)F)cc1Cl | 12 | 0.6 | -21 | 0 | -1.0 | -4 | 5 | -5 | -3
CC(=O)N1CCC(N(CCN2CCOCC2)C(=S)Nc2ccc(C)c(C)c2)CC1 | 6 | 0.0 | 1 | -3 | -0.5 | -1 | 3 | 3 | -42
